# Calpain2 inh = calpain II (pig) inhibition | AID 1236 | actives 0.37% (n = 220,000) | inhibition, % at 16 µM | purified calpain II, fluorogenic peptide substrate, 30 min;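 active = inhibition above about 50%, limit read from the data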
# p97 ATPase inh = human p97 ATPase inhibition; actives 0.42% (n = 220,000); recombinant p97 ATPase, Kinase-Glo ATP luminescence, 3 h; P55072; inhibition, % at 8 µM; in the data active = inhibition above about 15%;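 note: 0% = DMSO vehicle and 100% = wells lacking enzyme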
# p47phox inh = blocks human p47phox regulatory protein of NADPH oxidases | P14598 | p47phox/p22phox peptide binding, fluorescence polarization, 2 h | inhibition, % at 24.7 µM | actives 0.53% (n = 220,000);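 active = inhibition above about 30%, limit read from the data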;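 note: 0% = p47phox with labelled peptide and 100% = labelled peptide alone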
# Target sequence (P14598 whole entry, looked up): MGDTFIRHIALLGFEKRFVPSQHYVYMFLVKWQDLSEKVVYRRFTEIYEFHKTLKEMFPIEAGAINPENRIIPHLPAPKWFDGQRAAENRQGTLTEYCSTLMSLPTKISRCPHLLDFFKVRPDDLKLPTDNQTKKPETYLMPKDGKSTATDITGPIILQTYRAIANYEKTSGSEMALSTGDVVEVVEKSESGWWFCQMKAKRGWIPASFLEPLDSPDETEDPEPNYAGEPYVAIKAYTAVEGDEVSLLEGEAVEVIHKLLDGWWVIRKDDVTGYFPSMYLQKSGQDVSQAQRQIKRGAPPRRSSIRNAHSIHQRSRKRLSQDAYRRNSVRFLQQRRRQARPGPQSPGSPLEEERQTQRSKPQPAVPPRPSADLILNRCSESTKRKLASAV
# EBV gp42 block = blocks Epstein-Barr virus glycoprotein 42 binding | Fluorescence polarization binding assay, mP read-out | actives 0.42% (n = 220,000) | inhibition, % (tested at 21.74 µM) | Q1HVG2; in the data active = inhibition above about 50%
# Target sequence (Q1HVG2 whole entry, looked up): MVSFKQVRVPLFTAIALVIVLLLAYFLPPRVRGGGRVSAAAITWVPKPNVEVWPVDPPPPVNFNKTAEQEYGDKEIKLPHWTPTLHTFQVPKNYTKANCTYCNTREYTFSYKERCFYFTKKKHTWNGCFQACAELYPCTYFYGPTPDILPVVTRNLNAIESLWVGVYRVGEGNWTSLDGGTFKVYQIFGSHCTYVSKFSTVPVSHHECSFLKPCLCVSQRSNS
# RBBP9 inh = blocks human serine hydrolase RBBP9. O75884. recombinant RBBP9, FP-Rh probe fluorescence polarization. inhibition, % at 7.94 µM. actives 0.2% (n = 220,000). AID 1515;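 active = inhibition above the campaign mean of all tested compounds plus 3 SD, cut at about 14% in these data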;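 note: plate controls were DMSO wells with RBBP9 for no effect and wells lacking RBBP9 protein for full effect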
# Target sequence (O75884 whole entry, looked up): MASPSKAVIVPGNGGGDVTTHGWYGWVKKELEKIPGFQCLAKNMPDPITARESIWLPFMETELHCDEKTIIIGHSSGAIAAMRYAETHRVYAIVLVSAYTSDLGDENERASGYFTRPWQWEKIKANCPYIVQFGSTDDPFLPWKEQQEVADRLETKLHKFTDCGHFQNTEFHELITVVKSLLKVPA
#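 System: RBBP9 protein / Quantity: 2.5 µM RBBP9 dispensing solution, before mixing / Also added: Serine-hydrolase probe FP-Rh, 375 nM pre-mixing / Dosing: 7.94 µM single dose, 0.794% DMSO / Timing: enzyme-compound preincubation 30 min, then probe labeling 45 min, 25 °C / Signal: FP readout at 525/598 nm / Controls: DMSO-treated enzyme wells and wells lacking RBBP9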
# Runt-SMMHC FRET = Runt domain-CBFb-SMMHC interaction inhibition; Cerulean-Runt/Venus-CBFb-SMMHC FRET ratio 530/480, 1 h; inhibition, % at 20 µM; actives 0.74% (n = 220,000); AID 1434;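 active = mean inhibition across duplicate retests at 20 µM reaching about 50%, limit read from the data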;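 note: 0% = DMSO wells and 100% = wells with excess untagged CBFb-SMMHC; inhibitors lower the FRET ratio by blocking Runt binding to CBFb-SMMHC; some results filed as inactive read as strong as hits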
# Furin inh = human furin inhibition | P09958 | purified furin, fluorogenic substrate cleavage | inhibition, % at 30 µM | actives 0.061% (n = 220,000) | AID 463115; in the data active = inhibition above about 25%; note: inactives centre near -15
# Tb hexokinase = T. brucei hexokinase 1 inhibition; recombinant TbHK1, G6PDH-coupled NADH A340; inhibition, % at 10 µM; actives 0.11% (n = 220,000); AID 1430;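 active = inhibition of 50% or more in the single-dose primary screen; inactive = inhibition below 50%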
# Runt-CBFb FRET = Runt domain-CBFb interaction inhibition. Cerulean-Runt/Venus-CBFb FRET ratio 530/480, 1 h. inhibition, % at 20 µM. actives 0.46% (n = 220,000);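 active = inhibition over about 50% at 20 µM in the single-dose screen, limit read from the data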;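 note: 0% = DMSO wells and 100% = excess unlabeled CBFb competitor control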
#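 System: Cerulean-labeled Runt domain protein | Quantity: 100 nM of each labeled protein | Schedule: 1 h compound exposure, room temperature | Detection: Fluorescence energy transfer, 422 nm excitation, 530/480 nm emission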
# Starred values were filed as active, the others as inactive; . = not tested or not shown; [ ] = another dose, or the depositor's remark.
# Start of the listing, in advance, five compounds:
compound,Calpain2 inh,p97 ATPase inh,p47phox inh,EBV gp42 block,RBBP9 inh,Runt-SMMHC FRET,Furin inh,Tb hexokinase,Runt-CBFb FRET
COc1ccc(C(=O)C2CCCN(Cc3ccc(C#CCCO)cc3)C2)cc1F (stereo not given),-11.6,-0.2,-3.2,-6.1,-0.1,-6.5,-16.2,-4.8,2.2
O=C1CCC/C(=N/NC(=O)c2sc3ccccc3c2Cl)C1,-17.3,1.5,-60.4,-71.2,-1.6,-83.4,-21.3,-46.9,-44.5
O=C(COc1ccc2c(c1)CCC2)N1CCc2ccccc21,-16.1,0.2,-13.1,-5.2,-0.5,-2.5,-29.3,2.1,-1.5
Cc1ccc(NC(=O)c2ccncc2)cc1[N+](=O)[O-],13.6,0.3,-3.8,-13.4,3.3,0.1,-7.0,-6.5,-0.2
Cc1ccccc1NC(=S)NC(NC(=O)COc1ccccc1)C(Cl)(Cl)Cl (stereo not given),-15.6,6.5,0.4,5.7,-12.6,4.2,-16.0,-0.2,-1.2

# The list itself, previewed entries included:
compound,Calpain2 inh,p97 ATPase inh,p47phox inh,EBV gp42 block,RBBP9 inh,Runt-SMMHC FRET,Furin inh,Tb hexokinase,Runt-CBFb FRET
COc1ccc(C(=O)C2CCCN(Cc3ccc(C#CCCO)cc3)C2)cc1F (stereo not given),-11.6,-0.2,-3.2,-6.1,-0.1,-6.5,-16.2,-4.8,2.2
O=C1CCC/C(=N/NC(=O)c2sc3ccccc3c2Cl)C1,-17.3,1.5,-60.4,-71.2,-1.6,-83.4,-21.3,-46.9,-44.5
O=C(COc1ccc2c(c1)CCC2)N1CCc2ccccc21,-16.1,0.2,-13.1,-5.2,-0.5,-2.5,-29.3,2.1,-1.5
Cc1ccc(NC(=O)c2ccncc2)cc1[N+](=O)[O-],13.6,0.3,-3.8,-13.4,3.3,0.1,-7.0,-6.5,-0.2
Cc1ccccc1NC(=S)NC(NC(=O)COc1ccccc1)C(Cl)(Cl)Cl (stereo not given),-15.6,6.5,0.4,5.7,-12.6,4.2,-16.0,-0.2,-1.2
Cc1ccc2cc3c(N)[nH]nc3nc2c1,7.1,-7.8,-13.8,8.8,-5.6,-3.5,0.8,-4.9,-0.6
C(=N\N1CCN(C2c3ccccc3-c3ccccc32)CC1)/c1cccs1,24.7,0.2,-5.9,-10.1,-9.3,-0.8,-12.0,-1.1,7.6
COc1ccc(/C=N/NC(C)(C)C)c(OC)c1,2.7,-0.2,-5.9,-14.3,-9.3,2.3,-11.8,-7.4,8.4
NC1=NN=C(N2N=C(c3ccco3)CC2(O)C(F)(F)F)n2ncnc2C1 (stereo not given),1.9,5.0,2.3,4.6,-5.0,1.9,-16.0,3.5,2.9
Cc1cc(NC(=O)NC2CCCN2S(=O)(=O)c2ccc(Cl)cc2)no1 (stereo not given),38.3,4.2,-4.1,-7.1,-5.2,5.3,-23.3,-0.7,-1.1
O=C(CCn1c(=O)[nH]c2ccsc2c1=O)N(CCc1ccccc1)Cc1ccccc1,-19.9,-7.1,-23.0,5.0,-5.5,2.9,-6.1[20 µM],4.6,-0.7
O=C(Nc1cccc(Cl)c1N1CCOCC1)c1ccc([N+](=O)[O-])o1,-14.1,3.6,-9.5,-2.3,2.3,2.6,-32.2,-6.7,0.9
Cc1ccc(Oc2ccccc2/C=C2\SC(=O)N(C)C2=O)cc1,7.1,1.1,-0.8,-13.4,-5.3,-2.7,-11.6[20 µM],-6.6,-1.6
S=c1ccc2ccccc2[nH]1,-21.2,4.5,2.3,-20.7,0.0,0.5,-28.5,-10.1,11.9
O=C1C=C(N2CCOCC2)C2(CCCCC2)O1,-6.0,-0.3,5.2,-3.9,-6.9,1.8,-19.8,-2.4,0.7
COc1cccc(-c2n[nH]c(=S)n2Cc2ccco2)c1,-10.3,3.8,-16.3,-8.5,-1.6,6.5,-15.8,5.9,24.7
CCOc1ccc(Br)cc1S(=O)(=O)NCc1ccc(S(N)(=O)=O)cc1,-17.3,-3.4,-2.4,9.6,-8.1,-1.3,-24.3,-1.1,0.8
COc1ccc(N(C(C)C(=O)NCc2ccco2)S(C)(=O)=O)cc1 (stereo not given),-62.7,6.3,-51.3,-3.8,-0.2,0.0,-27.0,1.9,-0.7
Cc1cc(Nc2ccc(F)c(F)c2)nc(-c2ccccc2O)n1,-338.9,-2.1,-2.8,-10.7,-13.2,7.2,-26.3,-34.4,1.0
O=C(NC(=S)N1CCc2ccccc21)c1ccccc1Br,8.5,4.1,-6.5,-20.3,-3.6,-2.2,-4.7,-10.4,3.3
O=C(NC(=S)Nn1cnc2c(cnn2-c2ccccc2)c1=O)c1ccc(Oc2ccccc2)cc1,-40.9,5.9,-19.2,-5.8,-8.2,14.8,-5.1,5.0,4.1
CC(C)(CNC(=O)c1sc2cc(F)ccc2c1Cl)N1CCOCC1,3.1,5.2,-11.8,-31.6,-4.5,-5.1,-26.7,-0.6,-6.8
COC(=O)C1=C(NC(=O)c2cccs2)CCS1,-11.9,0.7,-1.5,-9.0,3.5,0.9,-3.5,66.2*,6.7
COc1ccc(CCn2c(SCCN3CCCCC3)nc3ccccc3c2=O)cc1OC,29.9,-9.2,7.0,-6.1,-8.4,-1.7,-9.7,9.0,-0.2
CCNC(=S)N1CCCCC1CO (stereo not given),-4.4,2.9,2.8,-4.9,6.6,-8.9,-17.2,-1.8,0.5
CCc1ccc2[nH]c(=O)c(CN(Cc3ccccc3)Cc3nnnn3Cc3ccco3)cc2c1,-12.0,7.2,-18.7,-15.6,-11.8,24.4,-21.6[20 µM],1.3,7.2
C/C(CC(=O)Nc1cc(C)ccn1)=N\NC(=O)c1ccc(C)cc1,-8.5,-3.8,-6.5,-19.3,-5.7,.,-6.9,0.5,.
CCOCCCNC(=O)C1CCN(S(=O)(=O)N2CCCCC2)CC1,-107.2,-11.1,-2.8,-42.5,-6.9,0.3,-3.5,0.1,0.1
COc1cc2c(cc1OC)CN(C(=O)CSc1nnc3scc(-c4ccccc4)n13)CC2,-14.7,-1.9,-5.7,1.2,-7.5,-0.9,-8.0,3.8,6.6
CC(C)COC(=O)Nc1ccccc1C(=O)N1CCOCC1,-8.2,-1.8,-0.3,-11.2,-9.5,-1.7,-18.4[20 µM],0.3,1.3
COc1ccc2cc(C#N)c(N3CCN(C(=O)c4ccccc4C)CC3)nc2c1,-146.3,-1.7,-6.4,-3.4,-0.3,6.0,-28.5,-9.2,12.1
CCOC(=O)C(CC)(CC)C(=O)/C=C/c1cccc(Br)c1,.,-1.4,.,.,-11.4,.,-18.1[20 µM],2.7,.
O=C(N/C=C/c1ccc(Cl)cc1)NCc1ccc(Cl)cc1,-4.6,-2.2,-12.0,-17.5,0.2,0.3,-12.4,12.7,3.0
COc1ccc(O)c(C(=O)c2cc(C#N)c(=O)n(-c3c(C)n(C)n(-c4ccccc4)c3=O)c2)c1,20.3,2.2,-11.9,-27.9,-8.7,-18.5,-10.3,-20.9,-3.3
COC(=O)c1ccc(S(=O)(=O)N2C3CCC2CC(NC(=O)NC2CCCCC2)C3)cc1 (stereo not given),-3.3,8.5,-2.6,-15.5,-5.1,-0.4,-9.8[20 µM],-2.1,-0.7
CCc1ccc(S(=O)(=O)NCc2csc(-c3ccccc3)n2)s1,4.3,1.9,-4.5,7.0,-8.4,3.1,-19.7,10.8,-0.1
COC(=O)CNC(=O)COC(=O)c1ccc(OC)c([N+](=O)[O-])c1,-9.0,2.8,-7.0,-7.0,-5.6,-3.6,-21.3,-7.9,2.4
COc1ccc(CCNC(=O)C(=O)NCc2ccccn2)cc1,9.5,-4.8,-3.6,4.7,-8.5,-2.4,-5.0,6.1,0.0
O=C(O)c1cc(-c2ccc(Cl)cc2)n[nH]1,22.1,2.4,-16.0,-4.4,3.7,-2.7,-18.0,3.0,0.4
O=C(CSCC(=O)OCC(=O)c1ccc(Br)cc1)Nc1cccc2ccccc12,-18.4,0.9,-32.4,-9.9,-1.9,3.5,-10.3[20 µM],3.5,-1.3
CC(C)CC(=O)Nc1ccc(C(=O)Cn2c(=O)oc3ccccc32)cc1,-15.1,5.2,.,-6.3,-2.7,-1.2,-38.7,-0.8,-2.3
CCc1ccc(/C=C/C(=O)C2C(=O)c3ccccc3C2=O)cc1,-31.8,2.7,-49.4,-14.9,9.2,-4.9,-9.0[20 µM],-6.3,-1.1
CC1(C)C2CCC1(C)C(Nc1ccccc1)C2 (stereo not given),1.3,5.5,-9.3,-5.1,-3.5,-2.3,-12.9,-1.9,1.5
Fc1ccccc1C1CCN(Cc2nc(CC3CC3)no2)C1 (stereo not given),3.5,2.7,.,0.8,0.9,1.3,-29.4,-9.9,-1.3
CCCCOc1ccc(NC(=O)c2cnc(C)cn2)cc1,13.6,-1.4,-11.6,-18.7,-8.0,-5.5,-8.4[20 µM],-13.7,-0.2
CC(C)C(NC(=O)OCc1ccccc1)C(=O)NCc1ccc(C(=O)O)cc1 (stereo not given),-3.2,0.2,-9.0,0.8,-8.8,4.8,0.6,10.5,-2.3
O=C(CSc1nc(-c2ccccc2)cs1)NC(=O)NCc1ccco1,6.9,-1.0,-16.1,-18.4,-5.8,-3.5,-14.1[20 µM],-2.9,4.2
CC(C)C(=O)NCCSc1c[nH]c2ccccc12,-6.4,-2.1,-7.1,-19.7,-1.3,1.8,-10.2,-4.2,0.8
Cc1c(Cl)c(=O)oc2cc(OC(C)C)ccc12,-449.9,1.4,-5.8,-22.4,-5.7,1.2,-169.6,-0.9,-1.1
N#CCC(=O)N/N=C/c1cn(Cc2ccc(Cl)cc2Cl)c2ccccc12,5.6,-5.5,-0.5,-11.2,-12.6,1.5,2.0,-35.1,-0.7
CCOC(=O)C1CSC(CC(=O)Nc2ccc(Cl)cc2)C(=O)N1 (stereo not given),-21.6,3.6,-8.1,-22.0,7.2,-1.0,-10.0[20 µM],0.2,3.1
Cc1scc(C(=O)O)c1-c1c(C(=O)O)csc1C,9.8,4.9,10.1,-5.6,8.4,1.4,-17.1,45.7,-2.5
CCOC(=O)N1CCC(NS(=O)(=O)c2cc(Br)cnc2N)CC1,0.5,4.1,-15.5,-6.9,4.6,2.1,-17.6,-9.8,0.3
N#Cc1cccnc1Nc1cccc(Cl)c1,0.3,6.5,-1.6,-13.7,1.1,0.6,-7.6,-7.5,-0.9
O=S1(=O)c2cccc3cccc(c23)N1Cc1nnc(-c2ccccc2Br)o1,-37.1,7.8,-25.9,-1.6,3.2,1.8,-8.1,5.7,-0.2
CC(C)Cn1cnc2sc3c(c2c1=N)CCCC3,-9.2,-0.7,1.0,6.2,-2.6,-7.4,-17.5[20 µM],-4.8,0.8
Cc1ccccc1N(CC(=O)NC(C)(C)C)C(=O)CS(=O)CC(=O)Nc1ccc2c(c1)OCO2 (stereo not given),-17.3,-3.1,-6.6,3.2,-10.0,.,-24.8,1.4,.
Cc1ccc(S(=O)(=O)CCC(=O)NCCN2C(=O)S/C(=C\c3ccccc3)C2=O)cc1,-10.6,-0.3,-8.3,3.4,-4.3,-1.0,-15.7,-11.5,-2.9

# Compounds were not picked by outcome. Share with any hit: about 2.7%.
